Compound activity as filed in PubChem.
C2C12 statin = protects C2C12 myotubes from simvastatin toxicity; ATP luminescence, 48 h; scaled: DMSO 0, geranylgeraniol control 100; rescue of ATP level, % at 7.49 µM; 0.78% of 330,000 active; AID 602340;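 active means mean ATP rescue above about 67%, or every replicate alone reaching that limit, limit read from the data, passing the limit was not always enough; inconclusive means no clear call, values can overlap the other calls; inactive means mean under the limit and some replicate under it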;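 further: myotubes were challenged with 10 µM simvastatin during compound exposure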
Cneo AK release = Cryptococcus neoformans lysis via adenylate kinase release; C. neoformans lysis, adenylate kinase release luminescence, 4 h; normalised: neutral wells 0, clomiphene wells 100; lysis activity, % at 15 µM; 0.2% of 360,000 active;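 active means mean lysis activity across replicates of at least 80%, whatever share of replicates individually reach that level; inactive means mean lysis activity below 80%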
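Assay system: C. neoformans cells. Amount: yeast cell density of 5 × 10^6 cells/mL. Technique: AK luminescence. Buffer or medium: YPD. Times: static 4 h at 37 °C with compound, 1 h detection. Dosing: single-point compound dose. Read-out: lysis from increased AK signal.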
esBAF inh = inhibitors of esBAF chromatin remodeling in mouse ES cells | 2% of 350,000 active | AID 602393 | Bmi1-luciferase knock-in reporter, 24 h; 100% = twice the neutral-well signal | reporter increase, % at 12.5 µM; in the data active means activation above about 40%; inconclusive means no clear call, values can overlap the other calls;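 further: 0% = median of the plate's neutral control wells and 100% = double that signal; a rise in the Bmi1 reporter signal indicates esBAF inhibition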
ERp5 inh = inhibitors of human ERp5; ERp5 insulin aggregation, absorbance 650 nm, 90 min; Q15084; 0.05% of 350,000 active; inhibition, % at 9.99 µM;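 active means mean replicate inhibition above about 25%, with every replicate also reaching it, limit read from the data, passing the limit was not always enough; inconclusive means only one of those two criteria met; inactive means neither criterion met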
Target sequence (Q15084 whole entry, looked up): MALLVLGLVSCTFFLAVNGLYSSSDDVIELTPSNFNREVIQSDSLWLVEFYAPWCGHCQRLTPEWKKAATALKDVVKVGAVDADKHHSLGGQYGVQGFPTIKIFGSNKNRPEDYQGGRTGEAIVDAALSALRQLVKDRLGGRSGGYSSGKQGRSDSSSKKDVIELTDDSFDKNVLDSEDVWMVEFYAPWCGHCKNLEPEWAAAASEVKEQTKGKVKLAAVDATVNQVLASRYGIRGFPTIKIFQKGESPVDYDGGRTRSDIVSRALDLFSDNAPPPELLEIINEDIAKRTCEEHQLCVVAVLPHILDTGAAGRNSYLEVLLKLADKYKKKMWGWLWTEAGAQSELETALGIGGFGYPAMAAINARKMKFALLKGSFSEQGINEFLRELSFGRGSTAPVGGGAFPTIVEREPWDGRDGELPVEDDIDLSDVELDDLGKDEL
ARNT TACC3 PPI = disrupts binding between human ARNT and TACC3; inhibition, % at 9.99 µM; Q9Y6A5; 0.66% of 390,000 active; AlphaScreen His-ARNT PAS-B/GST-TACC3 binding, luminescence; TACC3 fragment carries E629A point mutation;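 active means mean inhibition of replicates at least 50% and at least half of replicates each reaching 50%; inconclusive means half or more replicates reach 50% but mean below 50%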;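 further: 0% = complete ARNT plus TACC3 wells and 100% = ARNT alone without TACC3; many hits fall short of the cut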
SIRT5 block = blocks human SIRT5 desuccinylation of peptide; 1.1% of 330,000 active; Purified SirT5, succinyl-peptide AMC, trypsin-coupled fluorescence; Q9NXA8; AID 652115; inhibition, % at 15 µM; in the data active means inhibition above about 15%; inconclusive means no clear call, values can overlap the other calls
Target sequence (Q9NXA8 whole entry, looked up): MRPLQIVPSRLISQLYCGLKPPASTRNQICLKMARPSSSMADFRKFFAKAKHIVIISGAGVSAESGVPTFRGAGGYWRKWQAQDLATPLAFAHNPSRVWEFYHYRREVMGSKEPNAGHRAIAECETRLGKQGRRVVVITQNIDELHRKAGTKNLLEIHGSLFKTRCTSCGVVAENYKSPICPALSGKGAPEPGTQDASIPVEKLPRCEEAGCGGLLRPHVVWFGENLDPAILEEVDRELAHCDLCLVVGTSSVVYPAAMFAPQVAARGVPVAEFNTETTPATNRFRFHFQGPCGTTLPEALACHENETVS
miR122 inh = miR-122 inhibition in Huh7 cells | Huh7 miR-122 Renilla luciferase sensor, 48 h; neutral wells = 0, positive control = 100 | activation (reporter increase), % at 12.5 µM | 0.3% of 340,000 active;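 active means mean replicate activation score at least 90 and every replicate individually at or above 90; inconclusive means only one of the two criteria met; inactive means neither criterion met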;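 further: higher luciferase means less miR-122 activity so hits act as miR-122 inhibitors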
* hit, by the source's call; ? = inconclusive; . = not tested or not shown; & = joins results of further samples; [ ] = another dose, or the depositor's remark.

entry	Compound	SIRT5 block	esBAF inh	miR122 inh	Cneo AK release	C2C12 statin	ERp5 inh	ARNT TACC3 PPI
1	CCOC(=O)N1CCC(NC2CCCCCCC2)CC1	.	-9	3	0	1	.	-11
2	CCCN1C[C@@H](C)[C@@H](OC)CN(C)C(=O)c2ccc(NS(C)(=O)=O)cc2OC[C@H]1C	-3	-2	1[16.7 µM]	-3	8	-4	2
3	O=C1C=C(N(CCO)CCO)C2(CCCCC2)O1	.	-5	9	-1	-2	.	-4
4	Cc1ccccc1N=C1SCCN1C(=O)CN1C(=O)NC2(CCCC2)C1=O	-3	11	23	0	-7	2	-2
5	CN1c2ccc(-c3ccc(C#N)cc3)cc2[C@H]2[C@H](CCN2C(=O)NC2CCCC2)[C@@H]1CO	-16	3	-16[16.7 µM]	12	-6	3	-18
6	COC(=O)c1c(NC(=O)CSc2nnnn2-c2ccccc2)sc2c1CCC(C)C2 (stereo unspecified)	-4	.	.	.	.	8	2
7	COc1ccc(-c2nc(CSCC(=O)NCc3ccc4c(c3)OCO4)c(C)o2)cc1OC	-7	-1	-1	-1	17	0	1
8	CCN(CC)S(=O)(=O)c1ccc(N2CCOCC2)c(NC(=O)CCOc2ccccc2)c1	-2	5	3	-1	9	-10	-3
9	COc1ccc(C2=NN(S(C)(=O)=O)C(c3cccs3)C2)cc1 (stereo unspecified)	-2	.	.	.	.	0	-22
10	O=C(CNS(=O)(=O)N1CCOCC1)N/N=C/c1cccnc1	-2	-2	2	0	-8	-7	8
11	Cc1ccc(-n2c(SCC(=O)N3c4ccccc4Sc4ccccc43)nnc2-c2ccncc2)cc1	.	3	-9	-1	5	.	-9
12	Cc1cccc(NC(=O)NNC(=O)c2ccc(C)c([N+](=O)[O-])c2)c1	-3	.	4	0	.	3	-8
13	COc1ccccc1NS(=O)(=O)c1ccc(N2CCOCC2)c(NC(=O)c2ccco2)c1	0	.	.	.	.	-6	-13
14	Cc1ccc(NS(=O)(=O)c2cc(Br)cnc2N)c(Cl)c1	1	-6	13	1	-9	-6	1
15	Cc1[nH]c2ccccc2c1SCc1n[nH]c(=S)n1C	-4	.	-2	0	.	-2	3
16	O=[N+]([O-])c1cc(S(=O)(=O)N2CCCC2)ccc1N/N=C/c1ccccn1	-4	.	.	.	.	0	6
17	Cc1ccc(C)c(N2N=C(C(=O)O)CCC2=O)c1	-2	.	.	.	.	-2	-9
18	CC(C)NC(=O)N(C)C[C@@H]1Oc2ccc(NS(=O)(=O)c3cn(C)cn3)cc2CC(=O)N([C@@H](C)CO)C[C@@H]1C	1	-1	12[16.7 µM]	0	8	-1	-4
19	NS(=O)(=O)c1cc(C(=O)OCC(=O)NC2CCCCCCC2)ccc1Cl	0	0	1	1	12	-7	-1
20	CCn1cc(S(=O)(=O)NCCc2ccc(OC)c(OC)c2)cn1	-2	-9	.	0	2	-5	.
21	Cc1nn2c(c1-c1ccccc1)NC1=C(C(=O)CCC1)C2c1ccccc1 (stereo unspecified)	.	-3	-4	.	38	.	-4
22	Clc1ccccc1C(c1nnnn1Cc1ccco1)N1CCN(Cc2ccco2)CC1 (stereo unspecified)	.	.	17	-2	.	.	7
23	CCCC(=O)Nc1ccc2c(c1)C(=O)N(C)C[C@@H](OC)[C@@H](C)CN(Cc1ccccc1F)[C@@H](C)CO2	-2	2	4[16.7 µM]	5	5	-1	-14
24	COc1ccc(OCc2nnc(SCC(=O)Nc3cccc(C(C)=O)c3)o2)cc1	-2	-10	5	-1	9	2	-3
25	C=CCOc1ccc(/C=C2\SC(=S)N(N3CCOCC3)C2=O)cc1	-1	.	-2	6	.	-7	-5
26	C[C@H]1CN([C@@H](C)CO)C(=O)Cc2cc(NC(=O)CCC(F)(F)F)ccc2O[C@@H]1CN(C)C	4	-3	-3[16.7 µM]	0	16	-5	3
27	CC(NC(=O)Oc1cccc2ccccc12)c1ccccc1 (stereo unspecified)	.	0	3	.	-2	1	3
28	Cn1cc(CN2CCN(c3ncccn3)CC2)c(-c2cccc(Cl)c2)n1	1	-5	7	-5	-3	-1	.
29	O=C(COC(=O)Cc1ccc(Br)cc1)NC1CCCCC1	-1	.	.	.	.	-8	9
30	Cc1ccccc1OCC(=O)N/N=C/c1cccn1C	-1	.	-2	2	.	8	.
31	COc1ccc(C(=O)c2c3ccccc3[n+]([O-])n2CCCN)cc1	-4	29&17	-4&7	1&3	0&-3	6&4	11&9
32	Cc1ccc([C@H]2N[C@]3(CCCN(Cc4cccn4C)C3=O)[C@H]3C(=O)N(C)C(=O)[C@@H]23)cc1	2	-1	-9	-3	-4	-25	.
33	Cc1ccc(-c2ccc3nnc(SCC(N)=O)n3n2)cc1	0	.	.	.	.	-4	5
34	COc1ccc(/C=N/N=C2/C(=O)Nc3ccccc32)cc1O	-4	.	.	.	.	8	0
35	COCC(=O)N1C[C@@H](C)[C@@H](OC)CN(C)C(=O)c2ccc(NC(=O)c3ccc(OC)cc3)cc2OC[C@H]1C	-1	-1	.	-3	-6	1	1
36	CC(C)NS(=O)(=O)c1ccc(OCC(=O)N2CCN(c3ccccc3)CC2)cc1	1	-6	1	1	5	1	-12
37	O=C(C[C@@H]1CC[C@@H](NS(=O)(=O)c2cccc(F)c2)[C@@H](CO)O1)NCc1ccc2c(c1)OCO2	2	1	.	-2	-4	2	1
38	O=C(Cn1nc(-c2ccccc2)c2ccccc2c1=O)Nc1ccc(O)cc1	-5	-7	-2	1	22	-6	-8
39	CCCCc1ccc(NC(=S)NCCCN2CCOCC2)cc1	-3	.	.	.	.	2	-1
40	CCOc1ccc(NC2=C(Cl)C(=O)N(C3CCCCC3)C2=O)cc1	-3	0	-3	-2	11	-4	-8
41	CN(CC(=O)Nc1ccccc1Br)C(=O)CN1CCN(Cc2ccc(Cl)cc2)CC1	-1	0	3	0	0	2	2
42	Cc1cc(OCC(=O)Nc2ccncc2)ccc1[N+](=O)[O-]	0	4	-3	7	-4	-1	3
43	COc1ccc(CC2(CO)CCN(C(C)COc3ccccc3)CC2)cc1 (stereo unspecified)	-4	-6	-5	.	-4	3	-2
44	Cc1ccc(S(=O)(=O)N[C@@H]2CC[C@@H](CC(=O)N3CCC(Cc4ccccc4)CC3)O[C@H]2CO)cc1	-3	2	.	-2	13	7	-6
45	O=C(NC1CCCCCC1)C1c2ccccc2C(=O)N1Cc1cccs1 (stereo unspecified)	1	.	11	0	.	3	2
46	CO[C@@H]1CN(C)C(=O)c2cc(NC(=O)NC3CCCCC3)ccc2OC[C@H](C)N(C)C[C@H]1C	1	1	.	-59	3	-4	.
47	O=c1[nH]c(Nc2ccccc2)cc2cc(Br)ccc12	-2	-14	.	1	28	-9	35
48	Oc1cccc(-c2nnc(-c3cccc(O)c3)nn2)c1	.	-73	.	2	-23	0	-11
49	Cc1noc(C)c1NC(=O)N[C@@H]1CC[C@H](CC(=O)NCc2ccc(Cl)c(Cl)c2)O[C@@H]1CO	-4	3	-10[16.7 µM]	0	8	1	-19
50	Cc1nc(N2[C@H](C#N)[C@H](c3ccccc3)[C@H]2CO)sc1C	1	4	.	5	0	2	-1
51	COc1ccc(CNC(=O)C(C)OC(=O)C23CC4CC(CC(O)(C4)C2)C3)cc1 (stereo unspecified)	-3	-5	12	.	-8	?	-3
52	O=C(N[C@@H]1CC[C@@H](CCn2cc(Cc3ccccc3)nn2)O[C@@H]1CO)c1cnccn1	-7	1	.	5	-5	3	.
53	O=C(CSc1nnnn1C1CCCC1)NCc1ccc2c(c1)OCO2	-2	3	.	0	13	-3	-1
54	Cc1noc(C)c1S(=O)(=O)N1CCCC(C(=O)NCCc2ccccc2)C1 (stereo unspecified)	.	.	1	0	.	.	4
55	Nc1ncc(Br)cc1S(=O)(=O)N1CCCCCC1	-4	2	-12	-4	-11	-5	-14
56	CCOC(=O)c1oc2ccccc2c1NC(=O)c1ccc2c(c1)OCO2	.	-6	-5	0	3	.	5
57	CCCC(=O)Nc1ccc2c(c1)C(=O)N(C)C[C@H](OC)[C@@H](C)CN(CC1CCCC1)[C@@H](C)CO2	11	3	.	0	-2	5	1
58	C[C@@H]1CCCCO[C@H](CN(C)C(=O)Nc2ccc(F)cc2)[C@H](C)CN([C@H](C)CO)C(=O)c2cc(NC(=O)Nc3ccc(F)cc3)ccc2O1	0	-1	9[16.7 µM]	-2	.	-3	1
59	COC(=O)c1ccc(C2=NOC(C)(c3sc(-c4ccc(Cl)cc4)nc3C)C2)cc1 (stereo unspecified)	-3	14	.	2	-13	-6	0
60	Cc1ccccc1CS(=O)(=O)CCC(=O)NCc1ccccn1	.	-11	-7	0	1	.	7

(continued)
entry	Compound	SIRT5 block	esBAF inh	miR122 inh	Cneo AK release	C2C12 statin	ERp5 inh	ARNT TACC3 PPI
61	C[C@@H]1CN([C@H](C)CO)C(=O)c2cccc(NC(=O)NC3CCCCC3)c2O[C@@H]1CN(C)C(=O)Nc1ccc(C(F)(F)F)cc1	.	5&-5	-14[16.7 µM]	3&0	-51&-6	3	-1
62	C[C@H](CO)N1C[C@H](C)[C@@H](CN(C)Cc2ccccn2)Oc2ncc(C#Cc3cccc(F)c3)cc2C1=O	-4	-12	0[16.7 µM]	0	35	4	-4
63	COc1ccc(-c2nc3cc(C)ccn3c2NC2CCCCC2)cc1SC1CCCCC1	-5	-23	85	0	-68	-4&6	-10
64	O=C(Nc1ccc(F)cc1)Nc1cc(S(=O)(=O)N2CCOCC2)ccc1N1CCCC1	0	.	.	.	.	7	0
65	COC(=O)c1cc(-c2ccc(OC)cc2)nc2nc(SC)[nH]c(=O)c12	-5	3	-14	-2	8	1	-3
66	COc1ccc(NC(=O)N(C)C[C@H]2Oc3ccc(NS(=O)(=O)c4ccc(Cl)cc4)cc3CC(=O)N([C@H](C)CO)C[C@H]2C)cc1	-5	1	25[16.7 µM]	0	3	-10	7
67	Cc1cccn2c(=O)c(/C=C(\C#N)C(=O)NCc3ccco3)c(N3CCCC(C)C3)nc12 (stereo unspecified)	1	.	0	-2	.	-2	1
68	COC(=O)c1c(NS(=O)(=O)c2ccccc2)csc1C	-1	.	.	.	.	2	-6
69	Cc1cc2occ(CC(=O)NC3(C)CCS(=O)(=O)C3)c2cc1C (stereo unspecified)	-1	-2	.	0	4	2	0
70	CC(C)CC(=O)NCc1ccc(F)cc1	.	-16	-3	2	-10	.	-2
71	CCOCCCNC(=O)c1ccc(-n2c(=S)[nH]c3ccccc3c2=O)cc1	1	-5	-4	-2	-6	2	-5
72	O=C(O)C[C@H]1CC[C@@H]2[C@H](COC[C@@H](O)CN2S(=O)(=O)c2ccc(F)cc2)O1	11	-4	0[16.7 µM]	-1	-11	0	3

Reformatted: entries from further up.
Sequence of screens: SIRT5 block	esBAF inh	miR122 inh	Cneo AK release	C2C12 statin	ERp5 inh	ARNT TACC3 PPI
63. COc1ccc(-c2nc3cc(C)ccn3c2NC2CCCCC2)cc1SC1CCCCC1
→ -5	-23	85	0	-68	-4&6	-10
64. O=C(Nc1ccc(F)cc1)Nc1cc(S(=O)(=O)N2CCOCC2)ccc1N1CCCC1
→ 0	.	.	.	.	7	0

(list continues)
entry	Compound	SIRT5 block	esBAF inh	miR122 inh	Cneo AK release	C2C12 statin	ERp5 inh	ARNT TACC3 PPI
73	O=C(C[n+]1cccc(Br)c1)c1ccc(-c2ccccc2)cc1	-3	44*	19	-4	-17	3	-10
74	CCN(Cc1ccncc1)C(=O)Cc1cccs1	6	6	1	1	1	-1	9
75	Cc1ccc(Cn2c(=N)c(C(=O)NCC3CCCO3)cc3c(=O)n4ccccc4nc32)cc1 (stereo unspecified)	-6	-5	4	0	-10	3	-5
76	COc1ccc(Nc2nc(N)nc(CSC(=S)N3CCC(C)CC3)n2)cc1	.	.	-5	-1	.	.	1

Filtered by structure: those above with a COOH group
entry	Compound	SIRT5 block	esBAF inh	miR122 inh	Cneo AK release	C2C12 statin	ERp5 inh	ARNT TACC3 PPI
17	Cc1ccc(C)c(N2N=C(C(=O)O)CCC2=O)c1	-2	.	.	.	.	-2	-9
72	O=C(O)C[C@H]1CC[C@@H]2[C@H](COC[C@@H](O)CN2S(=O)(=O)c2ccc(F)cc2)O1	11	-4	0[16.7 µM]	-1	-11	0	3
